High-throughput results deposited in PubChem BioAssay by several laboratories.
Dengue-2 NS5 capping = Dengue-2 NS5 methyltransferase inhibitors, primary screen, biochemical, confirmation dose response (AID 588689); Dengue-2 NS5 methyltransferase capping enzyme assay, biochemical; higher % means a stronger effect; Genome polyprotein (Dengue virus type 2 (strain 16681-PDK53)); one-dose inhibition, % at 25 µM; IC50 in µM for titrated hits; 340,000 tested, 0.3% active; in the data active = a potency from the dose series; inconclusive = inhibition above about 29% without an active follow-up result
HIV peptide binding = inhibitors of HIV fusion peptide binding, primary screen, biochemical, uHTS, fluorescence dequenching (AID 1986). cell-free peptide binding, fluorescence dequenching, 30 min; higher % means a stronger effect. inhibition, % at 20 µM, or IC50 in µM where a hit was titrated. 290,000 tested, 0.3% active; in the data active = inhibition mostly above about 52%, no sharp cut-off; inactive = mostly below about 76%; note: some results filed as inactive read as strong as hits
LYP inhibition = inhibitors of LYP phosphatase, biochemical, fluorescence intensity, uHTS (AID 1779). Tyrosine-protein phosphatase non-receptor type 22 (Homo sapiens). recombinant LYP phosphatase, fluorescence intensity; higher % means a stronger effect. one-dose inhibition, % at 11.5 µM; IC50 in µM for titrated hits. 290,000 tested, 0.054% active; in the data active = inhibition above about 50%;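 note: plate controls were vehicle with enzyme for no effect and no enzyme for full effect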
SIAH1 antagonists = Siah-1 peptide-binding antagonists, primary screen, biochemical, fluorescence polarization, rhodamine-plectin, uHTS (AID 1817). E3 ubiquitin-protein ligase SIAH1 (Homo sapiens). Siah-1 / rhodamine-plectin peptide fluorescence polarization; higher % means a stronger effect. displacement, % at 20 µM, or IC50 in µM where a hit was titrated. 290,000 tested, 0.02% active;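 active = displacement of at least 50% at 20 µM, with a fluorescence ratio check between 0.3 and a set limit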;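 note: plate controls were Siah plus tracer with DMSO for no effect and tracer alone without Siah for full effect; strong numbers were not always called active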
Large T inhibition = SV40 large T antigen inhibitors, biochemical (AID 1903); 310,000 tested, 0.39% active; SV40 large T antigen ATPase/helicase inhibition assay; higher % means a stronger effect; inhibition, % at 20 µM, or IC50 in µM where a hit was titrated; in the data active = a potency from the dose series; inconclusive = inhibition mostly from about 32% at the one dose, without a potency; inactive = the rest, 99 in 100 with inhibition below about 32%; note: strong numbers were not always called active
Rac1 GTP hydrolysis = MgcRacGAP GTPase-activating activity inhibitors, confirmation, biochemical, ADP Hunter fluorescence; 340,000 tested, 0.6% active; Rac GTPase-activating protein 1 (Homo sapiens); MgcRacGAP-stimulated Rac1 GTP hydrolysis, ADP Hunter fluorescence; higher % means a stronger effect; GST-tagged Rac1 F28L mutant substrate; inhibition, % at 30 µM, or IC50 in µM where a hit was titrated;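 active = first-screen hits whose inhibition reached a set limit at any dose in the follow-up dose series; inconclusive = inhibition above the set first-screen limit but never retested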;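 note: fluorescence reports GDP produced by GAP-driven GTP hydrolysis; strong numbers were not always called active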
AID2073 = inhibitors of Mint1-CaV2.2 protein interaction, biochemical, HTRF (AID 2073) | Voltage-dependent N-type calcium channel subunit alpha-1B (Homo sapiens) | HTRF protein-protein interaction, Mint1-CaV2.2; higher % means a stronger effect | inhibition, % at 20 µM; hits with a dose series show IC50 in µM | 290,000 tested, 0.19% active; in the data active = inhibition mostly above about 51%, no sharp cut-off; inconclusive = no clear call, values can overlap the other calls; inactive = mostly below about 53%; note: some results filed as inactive read as strong as hits
XIAP displacement = XIAP antagonists, biochemical, IAP family, fluorescence polarization (AID 1018). E3 ubiquitin-protein ligase XIAP (Homo sapiens). XIAP BIR domain, fluorescence polarization peptide displacement; higher % means a stronger effect. displacement, % at 20 µM, or IC50 in µM where a hit was titrated. 200,000 tested, 0.007% active; in the data active = displacement above about 50%; note: a part of the inactive calls stands beside numbers as strong as those of hits
RSV antiviral HEp-2 = RSV antiviral activity via CPE protection, HEp-2 cells, primary 10 µM value included (AID 2391); HEp-2 cells, RSV-induced CPE inhibition; higher % means a stronger effect; CPE inhibition, % at 10 µM, or IC50 in µM where a hit was titrated; 310,000 tested, 0.13% active; in the data active = a potency from the dose series; inconclusive = CPE inhibition mostly from about 23% at the one dose, without a potency; inactive = the rest, 99 in 100 with CPE inhibition below about 21%; note: strong numbers were not always called active
* hit, by the source's call; ? = inconclusive; . = not tested or not shown.

mol | Dengue-2 NS5 capping | AID2073 | RSV antiviral HEp-2 | HIV peptide binding | XIAP displacement | Rac1 GTP hydrolysis | Large T inhibition | SIAH1 antagonists | LYP inhibition
Cc1cc(C(=O)NCC(=O)Nc2c(C)cccc2C)c(C)o1 | -6% | 9% | -0.6% | -0.5% | . | 3% | 18% | -1% | -7%
CCN(C(=O)c1ccco1)C1C2CC3CC(C2)CC1C3 (configuration not stated) | -15% | 5% | 4.9% | 1.1% | . | -5% | 6% | -3% | 0%
Cc1cc(=O)oc2cc(OCC(=O)N/N=C/c3cc([N+](=O)[O-])ccc3O)ccc12 | -3% | . | 2.8% | 18% | 0.3% | -7% | 4% | -13% | 3%
Cc1ccn2c(NCc3ccc4c(c3)OCO4)c(-c3ccc(O)cc3)nc2c1 | 1% | 25% | 1.2% | -2.2% | -4.6% | 15% | 22% | 0% | -6%
COc1ccc(OC)c(NC(=O)C2CCN(S(=O)(=O)c3c(C)noc3C)CC2)c1 | 7% | 0% | 1.1% | -1.8% | -2.7% | -1% | 1% | 2% | -1%
CC(C)[C@@H]1NC(=O)c2cc([N+](=O)[O-])cc(I)c2NCCC[C@@H](C(N)=O)NC(=O)[C@H](CO)NC1=O | . | -36% | 1.7% | 0.9% | -12% | . | 7% | -4% | -3%
O=C(CSc1n[nH]c(-c2ccco2)n1)Nc1ccccc1 | -4% | . | 0.0% | . | . | 4% | 3% | . | .
Cc1cc(C)nc(SCCC(=O)N(C)C)n1 | 0% | 9% | 1.4% | 1.2% | -4.5% | 4% | 3% | -2% | 0%
CCN1CCN(CCCNC(=O)c2cc3sccc3n2CC)CC1 | -8% | -6% | 0.8% | -2.6% | -19% | 7% | 11% | -1% | 2%
CCc1cc(CC)c(/C=N/NC(N)=O)c(CC)c1 | -6% | -4% | ? | -0.3% | -1.6% | -1% | 11% | -4% | -6%
CC(=O)Nc1ccc(N(C(=O)c2cnccn2)C(C(=O)NC2CCCCC2)c2ccc(F)cc2)cc1 (configuration not stated) | 3% | 11% | 0.4% | -1.7% | . | 7% | 4% | -7% | -8%
COc1ccc(C)cc1N(CC(=O)NCCSCc1cccc(Cl)c1)S(C)(=O)=O | 3% | 8% | 5.7% | -2.1% | . | 12% | 1% | -6% | -9%
O=C(CCN1C(=O)c2ccccc2C1=O)Nc1cccnc1 | 1% | -4% | 0.6% | 1.3% | -6.0% | -9% | 9% | 8% | -5%
CCCCNC(=O)CNC(=S)N(Cc1ccc(C)cc1)Cc1ccco1 | 1% | 1% | -1.9% | 2.5% | -4.7% | 5% | -3% | -6% | -3%
CCOC(=O)Cc1cc(=O)c2cc(C)ccc2[nH]1 | 1% | 7% | 1.1% | -2.0% | . | 4% | 5% | -1% | -3%
CCCC(=O)c1ccc(N2CCN(C(=O)c3ccc(Br)cc3)CC2)c(F)c1 | 3% | 4% | 11% | 1.7% | -8.4% | 2% | 13% | -2% | -1%
CCC(C)c1ccc(-c2cc(C(=O)OCC(=O)Nc3cc(C)on3)c3ccccc3n2)cc1 (configuration not stated) | -2% | 18% | 50% | 2.2% | -1.9% | 9% | 3% | 4% | -5%
Cc1ccc(-c2nnn(CC(=O)N(CCO)C(C(=O)NC3CCCC3)c3ccc(F)cc3)n2)o1 (configuration not stated) | -3% | 11% | -1.9% | -2.1% | -11% | -7% | 25% | -1% | -7%
O=C(Nc1cccc([N+](=O)[O-])c1)C1CC(=O)N(Cc2ccccc2)C1 (configuration not stated) | -7% | -3% | -1.3% | -0.9% | -4.8% | -8% | 9% | 12% | -5%
O=C(CCS(=O)(=O)Cc1ccccc1)NCCc1ccccc1 | -1% | -7% | 2.4% | -0.3% | -1.5% | 1% | 3% | -2% | -5%
O=C(O)c1ccc2nc(CO)[nH]c2c1 | 5% | 4% | 0.5% | 1.5% | -7.8% | 9% | 10% | -2% | -14%
O=c1[nH]c(CSc2nc(-c3ccc(F)cc3)cs2)nc2ccccc12 | 0% | 0% | 2.8% | 4.9% | -3.4% | 5% | 6% | 8% | -4%
Cc1ccc(S(=O)(=O)N2CCC(C(=O)N3CCC(C(=O)NCC4CCCO4)CC3)CC2)cc1 (configuration not stated) | 1% | 2% | 0.8% | 0.7% | -5.3% | 4% | 7% | 2% | -6%
O=C(COc1ccccc1[N+](=O)[O-])NCCC1=CCCCC1 | -9% | 0% | 22% | -1.0% | -3.4% | 7% | 4% | -5% | 0%
CC(C)n1cnnc1SCC(=O)NC(=O)c1ccccc1 | -1% | . | -1.6% | . | . | 9% | 18% | . | .
COc1ccc2nc(SCC(=O)Nc3cc(C)on3)c(C#N)cc2c1 | -2% | -1% | 3.2% | 1.6% | . | 11% | 5% | 6% | -7%
O=C(NCCc1nnc2ccc(SCC(=O)N3CCCC3)nn12)c1ccccc1 | 0% | 0% | 1.2% | 0.9% | . | 5% | 6% | 4% | -4%
Cc1cccc(Nc2ncnc3onc(-c4ccc(F)cc4)c23)c1C | -1% | 6% | 0.8% | 3.1% | . | 12% | 5% | 0% | -8%
S=C(NCc1ccco1)N1CCN(c2ccccc2Cl)CC1 | 2% | 27% | 1.5% | 0.8% | -3.9% | 12% | 1% | 0% | 0%
CCOc1ccc2[nH]c(=O)c(CN(CCO)C(=O)CC)cc2c1 | -10% | 1% | -1.0% | 1.1% | -3.3% | 12% | 11% | -1% | -3%
C/C(=N\Nc1nc(N2CCCCC2)nc(N2CCOCC2)n1)c1ccccc1O | . | 13% | 0.0% | -0.1% | 1.6% | . | 6% | 2% | 6%
Cc1c(N2C(=O)C(=O)/C(=C(/O)c3ccc(Br)cc3)C2c2cccnc2)c(=O)n(-c2ccccc2)n1C (configuration not stated) | -3% | 14% | -1.6% | 1.2% | -11% | 9% | 6% | -1% | -7%
COc1cccc(NS(=O)(=O)NC(=O)c2c(C)[nH]c3ccccc23)c1 | 0% | 2% | 2.0% | 2.4% | . | 9% | 1% | 4% | -1%
CCN(CC)CCCNC(=O)N[C@@H](Cc1ccccc1)C(=O)O | -1% | -3% | 1.3% | -0.4% | -3.6% | 15% | 3% | -4% | -5%
COc1ccc(C2NC(=O)NC(C)=C2C(=O)Nc2cccc(C)c2C)cc1 (configuration not stated) | -6% | -1% | 1.5% | -0.2% | -1.1% | 5% | 17% | -2% | -5%
Cc1ccc(NC(=O)c2ccc(S(=O)(=O)NCc3ccco3)cc2)nc1 | 0% | . | 0.8% | . | . | 4% | -1% | . | .
Cc1cccc(NC(=O)CCNC(=O)c2ccc(Br)cc2)c1C | -1% | 8% | 1.6% | 3.8% | . | 6% | 3% | 4% | -7%
OCCNc1cnc2ccccc2n1 | -1% | 7% | 2.7% | -0.6% | -4.5% | -7% | 21% | 45% | -9%
CCn1cc(C(=O)N[C@@H](CCSC)C(=O)NCCOC)c(=O)c2cc3c(cc21)OCO3 | -3% | 0% | 2.1% | -1.9% | . | 12% | 9% | 3% | 2%
C=CCNC(=O)COc1cc(C)cc(C)c1C | -5% | -2% | 3.2% | 0.8% | -9.5% | 0% | 2% | -6% | 0%
COc1ccc2[nH]c(C)c(CCNC(=S)Nc3ccccc3C)c2c1 | 1% | -7% | 16% | 7.0% | -14% | 12% | 15% | 8% | 1%
O=C(c1cc(-c2ccccc2)nc2ccccc12)N1CCN(c2ccccn2)CC1 | -2% | 3% | 4.3% | 3.8% | -3.8% | -1% | 0% | 0% | 10%
CSc1nnc(-c2ccc(C(F)(F)F)nc2C)o1 | -4% | -14% | 2.6% | -1.2% | . | 9% | 1% | 3% | -6%
CCOc1ccc(NCc2nnc(SCC(=O)Nc3cc(C)on3)n2-c2ccccc2OC)cc1 | -8% | -1% | 2.1% | -1.7% | -2.4% | 5% | 15% | 2% | -7%
O=C(CCSc1ccc(Cl)cc1)NN=C1CCCCCC1 | -3% | 10% | 0.0% | -1.5% | 0.4% | 3% | 4% | 4% | -5%

2 of the compounds above, with the structure last.
Dengue-2 NS5 capping,AID2073,RSV antiviral HEp-2,HIV peptide binding,XIAP displacement,Rac1 GTP hydrolysis,Large T inhibition,SIAH1 antagonists,LYP inhibition,structure
.,13%,0.0%,-0.1%,1.6%,.,6%,2%,6%,C/C(=N\Nc1nc(N2CCCCC2)nc(N2CCOCC2)n1)c1ccccc1O
-3%,14%,-1.6%,1.2%,-11%,9%,6%,-1%,-7%,Cc1c(N2C(=O)C(=O)/C(=C(/O)c3ccc(Br)cc3)C2c2cccnc2)c(=O)n(-c2ccccc2)n1C (configuration not stated)

New compounds follow.
mol | Dengue-2 NS5 capping | AID2073 | RSV antiviral HEp-2 | HIV peptide binding | XIAP displacement | Rac1 GTP hydrolysis | Large T inhibition | SIAH1 antagonists | LYP inhibition
CCCCOCCCNC(=O)c1ccc(OC)cc1 | -5% | -4% | 0.5% | -0.2% | -4.5% | 4% | -2% | 0% | -5%
O=C(Nc1ccc(F)cc1Cl)c1ccc2c(=O)n3c(nc2c1)CCCCC3 | 6% | -5% | 0.3% | 1.7% | -6.7% | -2% | 6% | 2% | -4%
Cc1onc(-c2c(F)cccc2Cl)c1C(=O)NCc1ccco1 | -3% | 0% | -0.2% | -1.5% | -2.4% | 7% | 14% | -6% | 2%
CCOc1nc(C)ccc1-c1noc(C)n1 | 0% | 12% | 0.2% | -0.2% | -5.3% | -3% | 5% | -3% | -10%
O=C1CCCN1CC(O)CS(=O)(=O)Cc1ccc(Cl)c(Cl)c1 (configuration not stated) | -7% | 1% | 2.4% | -0.7% | . | 7% | 4% | 3% | -7%
CC(C)C(=O)Nc1cccc(C(=O)Nc2ccc3c(c2)OCO3)c1 | 7% | 8% | 3.3% | 2.7% | -5.1% | 1% | 0% | 1% | 4%
Cc1onc(-c2c(Cl)cccc2Cl)c1C(=O)NCc1ccc(S(N)(=O)=O)cc1 | 2% | 6% | 0.3% | 2.4% | . | -13% | -14% | -2% | -5%
CCC(C)c1ccccc1NC(=O)C(C)N(C)Cc1cccc(OC)c1 (configuration not stated) | -1% | -6% | 6.8% | -1.6% | -6.6% | 19% | 5% | 4% | -5%
CCN(CC)S(=O)(=O)c1ccc2c(c1)nc(SCC(=O)N1CCCCCC1)n2-c1ccc(OC)cc1 | -3% | -5% | 6.0% | 0.1% | -5.6% | 6% | 11% | 2% | 6%
O=C(O)c1cccc(CSc2ncccn2)c1 | -1% | -19% | 0.1% | -1.8% | -2.2% | 8% | -1% | 1% | -1%
CC(C)(C)C(=O)NC(=S)Nc1ccc(Cc2ccncc2)cc1 | -2% | -10% | 4.3% | -1.7% | . | 5% | 8% | 1% | -1%
CC(=O)c1nnn(-c2ccc(Cl)cc2C#N)c1C | 2% | 10% | 2.1% | -0.5% | . | -1% | 3% | 3% | -5%
Cc1cc(/C=N/N2CCN(C)CC2)c(C)n1-c1ccc(Cl)cc1 | -2% | -31% | 0.2% | 0.1% | . | 8% | 20% | 3% | -9%
